TDP1 cell noCPT: qHTS for Inhibitors of human tyrosyl-DNA phosphodiesterase 1 (TDP1): qHTS in cells in absence of CPT | Potency, µM (highest dose often 46.2 µM), for inactives: top-dose activity change, negative = growth inhibition, hits mostly inhibitors | DT40 Tdp1-/- hTDP1 cells, no CPT, ATP luminescence, 48 h | 15% of 420,000 active; active = well fitted inhibition curve with a large enough effect; inconclusive = small, poorly fitted or top-dose-only effect; note: nearly all actives have a fitted effect of over 55% in size
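Cells were dispensed at 400 per well, compounds added by pin tool, plates incubated ≥48 hr at 37 °C, then CellTiter-Glo added for 30 min at room temperature before luminescence reading. Line: DT40 Tdp1-/- complemented with hTDP1; camptothecin omitted.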
* marks the source's active call; other numbers are inactive results; ? = inconclusive. % is set by controls: 0 for no effect and ±100 for the full control effect; potency is the fitted concentration of half-maximal effect. An excerpt, so the mix of outcomes need not match the whole.

SMILES	TDP1 cell noCPT
C[C@@H]1CN([C@@H](C)CO)C(=O)CCCn2nncc2CO[C@@H]1CN(C)S(C)(=O)=O	7.3%
C[C@H](CO)N1C[C@H](C)[C@@H](CN(C)C(=O)C2CCCCC2)OCc2cn(nn2)CCCC1=O	8.4%
Cc1ccc(C(=O)N2[C@@H]3CN(C)C(=O)[C@@]2(Cc2ccccc2)[C@H]2C(=O)N(Cc4ccccc4)C(=O)[C@@H]32)cc1	?
O=C([C@H]1O[C@@H](n2ccc(=O)[nH]c2=O)[C@H](O)[C@@H]1O)N1CCN(Cc2ccccn2)CC1	-8.5%
COc1cc(OC)c(OC)cc1CNC(=O)c1cc(S(=O)(=O)N(C)c2ccccc2OC)ccc1C	?
CC(C)C[C@H]1CN([C@@H](Cc2ccccc2)CN2CCC[C@H]2CN2C(=O)C(=O)NC[C@@H]2Cc2ccccc2)C(=O)C(=O)N1CCc1ccccc1	?
COc1cc(C(=O)Nc2cc(S(=O)(=O)N3CCOCC3)ccc2N2CCOCC2)ccc1OC(F)F	-3.6%
CCc1nnc(SCc2cccc(F)c2)nc1CC	-0.9%
COc1ccc2c(c1)C(=O)CC2	-1.9%
COc1ccc(NC(=O)C[C@H]2C(=O)N(C3CCCCC3)C[C@@H]2C)cc1	-8.6%
Cc1cncc(N2CCN(c3ccccn3)CC2)n1	-19.1%
Nc1ccn([C@@H]2O[C@H](CNCc3cccc4c3sc3ccccc34)[C@@H](O)[C@H]2O)c(=O)n1	0.2%
O=C(O)c1cc(-c2cc(C(=O)O)c3ccccc3n2)ccc1O	-0.9%
COC(=O)CN1C(=O)[C@@H]2[C@H](C1=O)[C@@H]1CC(C(=O)OC)=C[C@@H](C(=O)OC)[C@@H]3C1=C(C(=O)[C@]3(C)NC(=O)c1ccccc1)[C@@H]2C	-5.2%
O=C(CC[C@H]1O[C@@H](n2ccc(=O)[nH]c2=O)[C@H](O)[C@@H]1O)NCCN1CCOCC1	10.0%
COc1ccccc1CN1C(=O)C(Cc2ccccc2)ON=C1c1ncccc1C (centres undefined)	?
CCN(c1ccc(OC)cc1)S(=O)(=O)N1CCCC(C(=O)NCc2ccc(OC(C)C)cc2)C1 (centres undefined)	14.6µM*
COc1cc(F)ccc1-c1csc(C(O)(c2ccccc2)C(F)(F)F)n1 (centres undefined)	14.6µM*
N#CC1C(=O)Nc2cccnc21 (centres undefined)	2.2%
CC(C)=CCc1c(O)ccc(C2COc3c(CC=C(C)C)c(O)cc(O)c3C2=O)c1O (centres undefined)	?
Cc1cccc(C(O)c2ncc(-c3ccccc3)[nH]2)c1C (centres undefined)	-22.7%
CN1CCN(C(=O)C2Cc3c(-c4cccc(F)c4)ccnc3O2)CC1 (centres undefined)	-8.7%
CCc1ccccc1NC(=O)CSc1nc2cc(C(=O)NCC3CCCO3)ccc2c(=O)n1CC1CCCO1 (centres undefined)	?
CCOc1ccc(-c2noc(-c3csc([C@@H]4O[C@H](CO)[C@H](O)[C@H](O)[C@H]4O)n3)n2)cc1	2.5%
C[C@@H]1Cc2[nH][nH]c(=O)c2[C@H](C)O1	-1.6%
C(=C\c1ccccc1)/CN1CCN(C(c2nnnn2C2CCCC2)C2CC2)CC1 (centres undefined)	13µM*
O=C1NC[C@@H](CCCCN2CCN(Cc3ccccc3)C(=O)C2=O)N(Cc2ccccc2)C1=O	-9.2%
O=C(CCc1ccco1)CCc1ccco1	-13.6%
COc1cc(OC)nc(Nc2nc(C(N)CCc3ccccc3)cs2)n1 (centres undefined)	?
CN(Cc1ccon1)C(=O)c1cnn(-c2ncc3c(n2)-c2ccccc2CCC3)c1C1CC1	?
COc1ccccc1CNc1nc(NCc2ccc(C(C)C)cc2)c2sccc2n1	2.91µM*
CC(=O)Nc1ccc(C=NN=C2c3ccccc3-c3ccccc32)cc1	?
COC(=O)C[C@@H]1CC[C@H](NC(=O)Nc2ccc(F)cc2)[C@@H](CO)O1	14.2%
CCC(=O)N[C@@H]1c2ccccc2C2(CCN(Cc3ccccn3)CC2)[C@H]1OC	-6.3%
COc1cccc(C(=O)N2CCC[C@H]2C(=O)N2CCC[C@H]2C(=O)N(C)Cc2ccccc2)c1	2.7%
CC(C)C[C@@H](CNCC(=O)[C@H](CC(=O)O)NC(=O)c1[nH]cnc1C(=O)N[C@H](CN)CC(C)C)NC(=O)c1nc[nH]c1C(=O)N[C@@H](C)C(=O)O	3.5%
COc1ccc2c(CN3CCCC3)cc(=O)oc2c1	8.4%
CN(C)CCN1CCN(C2CN(Cc3ccc(F)cc3)S(=O)(=O)C2)CC1 (centres undefined)	-1.7%
Cc1ccc(C)c(OCc2cc(C(=O)NC(c3ccccn3)C(F)(F)F)no2)c1 (centres undefined)	?
C=C1CC2(OC1=O)c1ccccc1CCc1ccccc12	2.91µM*
CC(=O)Nc1ccc2c3c(cccc13)CC2	-20.5%
O=C(C=C(O)c1ccc(Cl)cc1)C(=O)NNC(=O)C(O)(c1ccccc1)c1ccccc1	?
CC(=O)Nc1ccc(NC(=O)c2nc(SCc3ccccc3F)ncc2Cl)cc1	-8.5%
O=C(c1[nH]c(C(F)(F)F)nc1-c1ccccc1)N1CCCN(Cc2ccc(F)cc2)CC1	11.1%
CCc1sc(C(=O)NCCCN2CCCC2=O)cc1Br	-20.4%
Cc1noc(C)c1-c1ccc(C(=O)NCCN2CCOCC2)c2occc12	29.1µM*
CCCNC(=O)C1(C)CCN(C(=O)c2ccc(C)c(F)c2)C1 (centres undefined)	-1.7%
Cc1ncc2c(c1CNC(=O)c1ccc3c(c1)OCO3)CCN(C(=O)c1csc3c1CCCC3)C2	-12.8%
COC(=O)c1ccc2nc(-c3ccc(C)cc3)c(Cc3cccc(Cl)c3)n2c1	16.4µM*
O=C1NC(=S)NC1=Cc1ccco1	-9.5%
COc1ccc(C(=O)NNC(=O)c2cccc3ccccc23)cc1	2.1%
CC(C)c1c(C(=O)N(C)Cc2cccc3ncccc23)cnn1-c1nccc(-c2ccco2)n1	14.6µM*
COc1cccc(C(=O)N2CCC[C@H]2C(=O)N2CCC[C@H]2C(=O)NCc2ccncc2)c1	-29.8%
NC(=O)CC(NC(=O)c1ccccc1)C(=O)O (centres undefined)	-0.5%
O=c1[nH]c2cnn(-c3ccccc3)c2c(=O)n1O	?
O=C(c1ccco1)N1CCN(C2CN(Cc3cn(Cc4ccccc4C(F)(F)F)nn3)S(=O)(=O)C2)CC1 (centres undefined)	6.9%
Cc1ccccc1CN1C(=O)c2ccccc2C1c1nnnn1-c1ccc2c(c1)OCCO2 (centres undefined)	4.11µM*
CCCCCCCCCCN(CCCCCCCCCC)c1ccc(/C=C/c2ccnc3ccccc23)cc1	-27.6%
CC(C)NC(=O)C1C(c2ccccc2)=Nc2ccccc2N1C(=O)c1ccc(C(F)(F)F)cc1 (centres undefined)	?
Nc1c(NC/C=C\COc2cc(CN3CCCCC3)ccn2)c(=O)c1=O	-18.4%

Part of the list above in a different format.
Cc1ncc2c(c1CNC(=O)c1ccc3c(c1)OCO3)CCN(C(=O)c1csc3c1CCCC3)C2
- TDP1 cell noCPT = -12.8%
COC(=O)c1ccc2nc(-c3ccc(C)cc3)c(Cc3cccc(Cl)c3)n2c1
- TDP1 cell noCPT = 16.4µM*
O=C1NC(=S)NC1=Cc1ccco1
- TDP1 cell noCPT = -9.5%
COc1ccc(C(=O)NNC(=O)c2cccc3ccccc23)cc1
- TDP1 cell noCPT = 2.1%

Next compounds follow:
SMILES	TDP1 cell noCPT
O=C(COC(=O)c1cnc(Cl)c(Cl)c1)NC1CCCC1	-22.6%
COc1cc(/C=N/NC(=O)c2ccc3nc[nH]c3c2)cc(OC)c1OC(C)=O	-14.6%
Clc1cccc(Cc2c(C3CCCCC3)nc3ccc(Br)cn23)c1	?
CC1(C(=O)Nc2cnc3ccccc3c2)CCN1Cc1ccc2ccccc2c1 (centres undefined)	?
CC(=O)Nc1cc(-c2ccoc2)cn2c(-c3ccccc3)cnc12	0.92µM*
S=C(NCc1ccccn1)NN=Cc1ccccn1	0.146µM*
O[C@@H]1CN(CC2CCCCC2)[C@@H](c2ccccc2)C[C@H]1n1cc(-c2ccc(F)cc2)nn1	?
CS(=O)(=O)c1ccc(Nc2nc(C(N)CCc3ccccc3)cs2)cc1 (centres undefined)	20.6µM*
Cc1cc2c(cc1C)NC(C)CC(=O)N2 (centres undefined)	-12.2%
COc1ccc(C(=O)O)cc1S(=O)(=O)Nc1cc(C(F)(F)F)ccc1N1CCCCC1	-24.4%
CC(=O)Nc1cc(-c2ccc(N3CCN(C)CC3)cc2)cn2c(-c3cccc(C(C)=O)c3)cnc12	?
Cn1cc([C@]2(O)C(=O)Nc3ccc(F)cc32)c2ccccc21	-29.2%
COc1ccccc1C1CN(Cc2cnn(C)c2)Cc2ccccc2O1 (centres undefined)	-23.1%
Cc1cccc(NC(=O)c2ncn3c2C(=O)N[C@@H](C)C3)c1	?
Cc1cc(C)nc(S[C@H]2C[C@@H](C(=O)N3CCN(c4ccccc4F)CC3)N(Cc3ccccc3C(F)(F)F)C2)n1	?
COC(=O)C[C@@H]1OC[C@H](C)N1S(=O)(=O)c1ccc(C)cc1	0.0%
CN1CCC(N2CCN(C3CN(Cc4ccc(F)cc4)S(=O)(=O)C3)CC2)CC1 (centres undefined)	1.1%
O=C(c1ccco1)N1CCN(C2CN(Cc3ccc(F)cc3)S(=O)(=O)C2)CC1 (centres undefined)	1.1%
COc1ccc(N2CCCC2=O)cc1S(=O)(=O)N1CCOCC1	-12.6%
COCCNC(=O)C1(C)CCN(Cc2csc(-c3ccc(Cl)cc3)n2)C1 (centres undefined)	?

A draw from above in order of SMILES length, low to high:
SMILES	TDP1 cell noCPT
COc1ccc(N2CCCC2=O)cc1S(=O)(=O)N1CCOCC1	-12.6%
CC1(C(=O)Nc2cnc3ccccc3c2)CCN1Cc1ccc2ccccc2c1 (centres undefined)	?
CN1CCC(N2CCN(C3CN(Cc4ccc(F)cc4)S(=O)(=O)C3)CC2)CC1 (centres undefined)	1.1%

Additional results.
SMILES	TDP1 cell noCPT
CCOC(=O)c1c(-c2cc(OC)c(OC)c(OC)c2)csc1NC(=O)c1ccccc1	18.4µM*
CCN(C(=O)COC(=O)c1ccccc1Nc1ccccc1)c1c(N)n(Cc2ccccc2)c(=O)[nH]c1=O	?
O=C(NNc1ccccc1)c1sc2ccccc2c1Cl	?
CC1CCCCC1=NNC(=O)c1ccccc1 (centres undefined)	-8.6%
N#Cc1ccc(C(=O)N2CCCCC2c2cc(C(=O)NCc3ccccc3)no2)cc1 (centres undefined)	0.9%
CC(=O)Nc1cccc(-c2ccnc3c2CC(C(=O)Nc2cccc(NS(C)(=O)=O)c2)O3)c1 (centres undefined)	-28.1%
CC1=C(C(=O)N2CCCCCC2)CC(CC(=O)NCCN2CCOCC2)C(=O)N1Cc1ccccc1 (centres undefined)	-3.3%
COc1ccc(-c2cnc3c(NC(C)=O)cc(-c4cccc(C(=O)N(C)C)c4)cn23)cc1OC	13µM*
CC1(C)C2CC[C@]3(C)C(CC=C4[C@@H]5C[C@](C)(CO)CC[C@]5(C(=O)O)CC[C@]43C)[C@@]2(C)CC[C@@H]1O (some centres undefined)	-3.8%
C(=C\c1ccccc1)/CN1CCN(C(c2ccccc2)c2nnnn2C2CCCC2)CC1 (centres undefined)	23.1µM*
COc1ccc([C@H]2C[C@H](O)C[C@@H](CCn3cc(-c4ccccc4)nn3)O2)cc1	?
Cc1cc2c(cc1C)N(C(=O)CCl)CC(=O)N2	2.59µM*
COc1ccc(OC)c(S(=O)(=O)Nc2cccc(O)c2)c1	-5.3%
O=C1CSC(=S)N1N=Cc1c(O)ccc2ccccc12	13µM*
COCCCN1C(=O)C(CC(=O)NCCc2ccccn2)CC(C(=O)N2CCCCCC2)=C1C (centres undefined)	-5.6%
COc1ccc(C(NC(=O)C2CCN(CCCOc3ccccc3)CC2)c2cccs2)cc1 (centres undefined)	?
COc1ccc(Nc2c(CC(C)C)nc3nc(C)cc(C)n23)cc1	?
CCSc1ncc(Cl)c(C(=O)Nc2sc3c(c2C(=O)OC)CCCC3)n1	-8.1%
CCOC(=O)[C@]12CCC=C1N(Cc1ccc(Cl)cc1Cl)C(=O)[C@H](CC(=O)NCCCN1CCCC1=O)C2	?
CCCc1nc2ccc(C)cn2c1Cc1ccccc1	?
OC(c1cccc(Cl)c1)c1nc(-c2ccc(Cl)cc2)cs1 (centres undefined)	?
COc1ccc(Cl)cc1NC(=S)NC(=O)c1ccc2c(c1)OCO2	-20.2%
OC[C@@H]1CN(CCN2CCOCC2)C[C@H](n2cnc3c(NCc4ccc(F)cc4)ncnc32)O1	-1.5%
CCCCOCCCNC(=O)C[C@@H]1C[C@@]2(C(=O)OC)CCCCC=C2N(CCC2=CCCCC2)C1=O	23.1µM*
OC[C@@H]1CN(Cc2cccnc2)C[C@H](n2cnc3c(NC4CCCC4)ncnc32)O1	-13.6%
Cc1cn([C@H]2C[C@H](O)[C@@H](/C=C/C(=O)NCCc3ccc(S(N)(=O)=O)cc3)O2)c(=O)[nH]c1=O	12.7%
COc1ccccc1OCC(=O)Nc1nc(-c2ccc(S(=O)(=O)N3CCOCC3)cc2)cs1	13µM*
O=C(NCCc1ccccc1F)C1CC(=O)N(c2ccc3c(c2)OCCO3)C1 (centres undefined)	-2.6%
Cc1cc(/C=C2/SC(=S)N(c3cccc(Cl)c3)C2=O)c(C)n1-c1cccnc1	2.06µM*
